# TcdB inh = TcdB glycohydrolase inhibitors, primary screen, biochemical, single point, plate reader | TcdB glycohydrolase enzymatic assay | inhibition, % at 9.99 µM | Toxin B (Clostridioides difficile), P18177 | 350,000 tested, 0.24% active | AID 652162, 2013; in the data active = inhibition above about 10%
# An asterisk follows results filed as active. Not all compounds are listed, so the mix of outcomes need not match the whole.
# The opening 15 compounds as a preview:
SMILES,TcdB inh
COc1cccc(NC(=O)N2CC(=O)N3[C@H](C2)[C@H](c2ccc(C#CCC4CCCC4)cc2)[C@@H]3CO)c1,-0.3
C[C@@H]1CN([C@H](C)CO)S(=O)(=O)c2ccc(-c3ccncc3)cc2O[C@H]1CN(C)Cc1ccccc1,2.2
N#C[C@@H]1N[C@@H](CO)[C@@H]1c1ccc(C#CC2CCCCC2)cc1,1.4
C[C@@H]1CN([C@@H](C)CO)C(=O)c2cccc(NS(=O)(=O)c3ccccc3)c2O[C@H]1CN(C)C(=O)Nc1ccc2c(c1)OCO2,-1.1
C[C@@H]1CCCCO[C@H](CN(C)C(=O)c2ccccc2)[C@@H](C)CN([C@@H](C)CO)C(=O)c2cc(NC(=O)Nc3ccccc3)ccc2O1,-21
CCCNC(=O)N1C[C@H](O)COC[C@@H]2O[C@H](CC(=O)N[C@@H]3CCN(Cc4ccccc4)C3)CC[C@H]21,0.5
C[C@@H]1CN([C@@H](C)CO)C(=O)c2ccccc2-c2ccccc2CO[C@@H]1CN(C)Cc1ccc(O)cc1,1.0
COc1cccc(-c2ccc3c(c2)O[C@@H](CN(C)C)[C@H](C)CN([C@H](C)CO)S3(=O)=O)c1,-0.9
Cc1ccc(S(=O)(=O)Nc2ccc3c(c2)C(=O)N([C@H](C)CO)C[C@H](C)[C@H](CN(C)Cc2ccc(Cl)c(Cl)c2)OCCCC[C@H](C)O3)cc1,-1.2
CN1C(=O)c2cc(NS(=O)(=O)c3ccccc3F)ccc2OC[C@H]2O[C@@H](CC(=O)NC3Cc4ccccc4C3)CC[C@H]21,1.4
O=C(c1ccccc1F)N1CC[C@@H]2[C@@H](CO)Nc3ccc(C#Cc4ccccc4F)cc3[C@@H]21,1.2
COc1ccc(-c2ccc([C@@H]3[C@@H](C#N)N(C(=O)NC4CCCC4)[C@H]3CO)cc2)cc1,-4.3
CCCC(O)C#Cc1cnc2c(c1)C(=O)N([C@H](C)CO)C[C@H](C)[C@H](CN(C)C(=O)Nc1c(C)noc1C)O2 (some centres not stated),0.6
COc1ccc(CNC(=O)C[C@@H]2C=C[C@@H](NS(=O)(=O)c3cccc(OC)c3)[C@H](CO)O2)cc1,1.6
CCC(=O)Nc1ccc2c(c1)C(=O)N(C)C[C@H](OC)[C@H](C)CN(Cc1ccccc1F)[C@@H](C)CO2,-0.2

# Results, from the first entry:
SMILES,TcdB inh
COc1cccc(NC(=O)N2CC(=O)N3[C@H](C2)[C@H](c2ccc(C#CCC4CCCC4)cc2)[C@@H]3CO)c1,-0.3
C[C@@H]1CN([C@H](C)CO)S(=O)(=O)c2ccc(-c3ccncc3)cc2O[C@H]1CN(C)Cc1ccccc1,2.2
N#C[C@@H]1N[C@@H](CO)[C@@H]1c1ccc(C#CC2CCCCC2)cc1,1.4
C[C@@H]1CN([C@@H](C)CO)C(=O)c2cccc(NS(=O)(=O)c3ccccc3)c2O[C@H]1CN(C)C(=O)Nc1ccc2c(c1)OCO2,-1.1
C[C@@H]1CCCCO[C@H](CN(C)C(=O)c2ccccc2)[C@@H](C)CN([C@@H](C)CO)C(=O)c2cc(NC(=O)Nc3ccccc3)ccc2O1,-21
CCCNC(=O)N1C[C@H](O)COC[C@@H]2O[C@H](CC(=O)N[C@@H]3CCN(Cc4ccccc4)C3)CC[C@H]21,0.5
C[C@@H]1CN([C@@H](C)CO)C(=O)c2ccccc2-c2ccccc2CO[C@@H]1CN(C)Cc1ccc(O)cc1,1.0
COc1cccc(-c2ccc3c(c2)O[C@@H](CN(C)C)[C@H](C)CN([C@H](C)CO)S3(=O)=O)c1,-0.9
Cc1ccc(S(=O)(=O)Nc2ccc3c(c2)C(=O)N([C@H](C)CO)C[C@H](C)[C@H](CN(C)Cc2ccc(Cl)c(Cl)c2)OCCCC[C@H](C)O3)cc1,-1.2
CN1C(=O)c2cc(NS(=O)(=O)c3ccccc3F)ccc2OC[C@H]2O[C@@H](CC(=O)NC3Cc4ccccc4C3)CC[C@H]21,1.4
O=C(c1ccccc1F)N1CC[C@@H]2[C@@H](CO)Nc3ccc(C#Cc4ccccc4F)cc3[C@@H]21,1.2
COc1ccc(-c2ccc([C@@H]3[C@@H](C#N)N(C(=O)NC4CCCC4)[C@H]3CO)cc2)cc1,-4.3
CCCC(O)C#Cc1cnc2c(c1)C(=O)N([C@H](C)CO)C[C@H](C)[C@H](CN(C)C(=O)Nc1c(C)noc1C)O2 (some centres not stated),0.6
COc1ccc(CNC(=O)C[C@@H]2C=C[C@@H](NS(=O)(=O)c3cccc(OC)c3)[C@H](CO)O2)cc1,1.6
CCC(=O)Nc1ccc2c(c1)C(=O)N(C)C[C@H](OC)[C@H](C)CN(Cc1ccccc1F)[C@@H](C)CO2,-0.2
O=C(C[C@@H]1C=C[C@H](NS(=O)(=O)c2ccc(F)cc2)[C@@H](CO)O1)NCCc1ccncc1,-0.4
O=C(NCC[C@H]1CC[C@@H](NS(=O)(=O)c2ccc(F)cc2)[C@H](CO)O1)Nc1ccc(Cl)cc1,0.3
COCC#Cc1ccc([C@@H]2[C@@H](CO)N3C(=O)CN(C(=O)C4CCCCC4)C[C@H]23)cc1,-1.0
CCC(=O)N(C)C[C@@H]1Oc2cc(/C=C/c3ccccc3)ccc2S(=O)(=O)N([C@@H](C)CO)C[C@H]1C,2.2
O=C(Nc1ccccc1F)N1CC(=O)N2[C@H](C1)[C@H](c1ccc(C#Cc3ccccc3)cc1)[C@@H]2CO,-1.4
C[C@H](CO)N1C[C@H](C)[C@H](CN(C)C(=O)Nc2ccc3c(c2)OCO3)Oc2ncc(C#CC3(O)CCCC3)cc2C1=O,1.3
CCCC(=O)Nc1ccc2c(c1)C(=O)N(C)C[C@@H](OC)[C@H](C)CN(C(=O)c1ccncc1)[C@@H](C)CO2,0.0
C[C@H](CO)N1C[C@H](C)[C@H](CN(C)Cc2ccc(Cl)c(Cl)c2)Oc2ccc(NC(=O)NC3CCCCC3)cc2C1=O,0.6
COc1ccc(S(=O)(=O)N2CCCCN3[C@H](CO)[C@@H](c4ccc(C#CC5CC5)cc4)[C@H]3C2)cc1,0.7
COc1ccc(NC(=O)Nc2ccc3c(c2)CC(=O)N([C@H](C)CO)C[C@@H](C)[C@@H](CN(C)Cc2ccc(Oc4ccccc4)cc2)O3)cc1,0.9
O=C(Nc1ccccc1F)N[C@H]1C=C[C@H](CC(=O)N2CCCCC2)O[C@H]1CO,-1.3
O=C(NCc1ccccc1F)[C@H]1N[C@H]2c3ccc(-c4ccccc4F)c(=O)n3C[C@H]2[C@@H]1CO,-19
CCC(=O)Nc1ccc2c(c1)C(=O)N(C)[C@H]1CC[C@H](CC(=O)NCCCN(C)C)O[C@H]1CO2,-0.5
CC(C)NC(=O)Nc1ccc2c(c1)C(=O)N([C@H](C)CO)C[C@H](C)[C@H](CN(C)S(C)(=O)=O)OCCCC[C@H](C)O2,0.3
C[C@H](CO)N1C[C@H](C)[C@H](CN(C)CC2CCOCC2)Oc2cc(C#CC3CC3)ccc2S1(=O)=O,-0.3
C[C@@H]1CCCCO[C@@H](CN(C)S(C)(=O)=O)[C@@H](C)CN([C@@H](C)CO)C(=O)c2cc(NC(=O)CCC(F)(F)F)ccc2O1,-5.5
C[C@@H]1CCCCO[C@@H](CN(C)Cc2ccc(C(=O)O)cc2)[C@H](C)CN([C@@H](C)CO)C(=O)c2cc(NC(=O)CCC(F)(F)F)ccc2O1,0.5
COCC(=O)N1CC(=O)N2[C@H](CO)[C@H](c3ccc(C#Cc4cccc(OC)c4)cc3)[C@H]2C1,-0.8
CCC(=O)N1CC(=O)N2[C@@H](CO)[C@H](c3ccc(C#CC4CCCCC4)cc3)[C@@H]2C1,2.9
O=C(C[C@@H]1CC[C@H](NS(=O)(=O)c2ccccc2)[C@@H](CO)O1)NCc1ccccc1F,0.6
COc1ccc(CN(C)C[C@H]2Oc3c(NC(=O)NC4CCCCC4)cccc3C(=O)N([C@@H](C)CO)C[C@@H]2C)cc1,-1.2
COCC(=O)N(C)C[C@@H]1Oc2cc(-c3cccnc3)ccc2S(=O)(=O)N([C@H](C)CO)C[C@@H]1C,-2.1
C[C@@H]1CCCCO[C@H](CN(C)Cc2ccc(C(F)(F)F)cc2)[C@@H](C)CN([C@H](C)CO)C(=O)c2cc(NS(=O)(=O)c3cccs3)ccc2O1,0.1
C[C@@H]1CN([C@@H](C)CO)C(=O)c2cc(NC(=O)Cc3ccccc3)ccc2O[C@@H]1CN(C)Cc1ccc(Cl)c(Cl)c1,0.4
O=C(C[C@H]1CC[C@H](NC(=O)C2CC2)[C@@H](CO)O1)NC1CCC1,-0.1
C/C=C/c1ccc([C@@H]2[C@H](CO)N3C(=O)CN(C(=O)Nc4ccc(OC)cc4)C[C@@H]23)cc1,0.4
COc1cc2c(cc1O)C=[N+](Cc1cc3c(cc1Br)OCO3)CC2,1.8
COCC#Cc1ccc2c(c1)O[C@H](CN(C)C(=O)Nc1ccc(OC)cc1)[C@H](C)CN([C@@H](C)CO)S2(=O)=O,-0.3
O=C(C[C@H]1CC[C@@H]2NC[C@@H](O)COC[C@H]2O1)NC1Cc2ccccc2C1,-0.1
CCC(=O)N[C@@H]1CC[C@H](CCNC(=O)Nc2ccc(F)cc2)O[C@H]1CO,-0.8
COc1ccc(C#Cc2ccc([C@H]3[C@@H](CO)N4CCCCN(S(=O)(=O)c5cn(C)cn5)C[C@@H]34)cc2)cc1,-0.5
COc1ccc(-c2ccccc2[C@H]2[C@@H](C#N)N(C(=O)C3CCOCC3)[C@H]2CO)cc1,-1.1
C[C@@H]1CN([C@@H](C)CO)C(=O)c2cc(C3=CCCC3)cnc2O[C@H]1CN(C)Cc1cccc(F)c1,0.3
CO[C@H](CN(C)C(=O)c1cnccn1)[C@H](C)CN([C@@H](C)CO)S(=O)(=O)c1ccc(F)cc1,-0.4
CCC(=O)Nc1ccc2c(c1)C(=O)N(C)C[C@@H](OC)[C@@H](C)CN(Cc1ccccc1F)[C@H](C)CO2,0.7
CC(C)NC(=O)N(C)C[C@H]1Oc2cc(-c3cccnc3)ccc2S(=O)(=O)N([C@@H](C)CO)C[C@@H]1C,1.0
O=C(O)CCCCCCC(=O)Nc1ccc(C2OC(CSc3ccncc3)CC(c3ccccc3)O2)cc1 (configuration not stated),-0.3
COc1ccc(S(=O)(=O)N(C)C[C@H]2Oc3ccc(NS(=O)(=O)c4ccc(Cl)cc4)cc3C(=O)N([C@@H](C)CO)C[C@@H]2C)cc1,-0.2
CCCN1CCCCC(NC(=O)c2ccccc2C)C1=O (configuration not stated),-0.7
COc1cccc(NC(=O)N[C@H]2C=C[C@@H](CC(=O)N3CCOCC3)O[C@@H]2CO)c1,-0.2
COc1cccc(NC(=O)N2C[C@@H](O)COC[C@H]3O[C@@H](CC(=O)NCc4ccccc4F)CC[C@@H]32)c1,-0.5
Cc1ccc(C(=O)NC2CCCCN(C)C2=O)cc1 (configuration not stated),1.0
O=C(CCCCCCC(=O)Nc1ccc(CO)cc1)NOCc1ccccc1,0.5
CN1C(=O)c2cc(NC(=O)C3CCOCC3)ccc2OC[C@H]2O[C@@H](CC(=O)NCCc3ccncc3)CC[C@H]21,-2.2
CCCc1c(-c2cccc(Br)c2)ncn1Cc1cccc(-c2ccccc2)c1,-0.8
# New compounds follow
SMILES,TcdB inh
C[C@H]1CN([C@@H](C)CO)C(=O)Cc2cc(NC(=O)NC3CCCCC3)ccc2O[C@@H]1CN(C)S(=O)(=O)c1ccc(Cl)cc1,-0.3
C[C@@H]1CN([C@@H](C)CO)C(=O)c2cc(NC(=O)Nc3ccc4c(c3)OCO4)ccc2O[C@@H]1CN(C)C(=O)Nc1cccc2ccccc12,0.8
CS(=O)(=O)N1[C@@H](C#N)[C@@H](c2ccc(C#Cc3cccc(F)c3)cc2)[C@@H]1CO,-0.4
CCN(C[C@H]1[C@H](c2ccccc2)[C@@H](CO)N1C(C)=O)C(=O)c1ccccn1,1.1
CCCNC(=O)N1CC[C@@H]2[C@@H](CO)N(C)c3ccc(-c4ccc(F)cc4)cc3[C@@H]21,12*
COCC(=O)N1C[C@@H](C)[C@@H](OC)CN(C)C(=O)c2ccc(NC(=O)NC(C)C)cc2OC[C@@H]1C,3.1
C[C@@H]1CN([C@@H](C)CO)S(=O)(=O)c2ccc(C#CC3(O)CCCC3)cc2O[C@@H]1CN(C)C(=O)Cc1ccccc1,-1.1
Cc1cc2c(cc1C)-n1nnnc1C(N1CCCC1)C(=O)N2 (configuration not stated),0.2
COCCNC(=O)C[C@H]1C[C@@H]2c3cc(NC(=O)c4ccc5c(c4)OCO5)ccc3O[C@@H]2[C@H](CO)O1,1.8
COCC(=O)N[C@@H]1C[C@@H]2O[C@H](CO)CC[C@@H]2O[C@@H]1CCc1ccc(-c2ccccc2)cc1,0.3
CSCCC(c1nc2ccccc2[nH]1)n1c(/C=C/c2ccc(F)c(F)c2)nc2ccccc21 (configuration not stated),2.1
O=C(C[C@@H]1CC[C@@H](NC(=O)Nc2ccc3c(c2)OCO3)[C@@H](CO)O1)NCc1ccc(Cl)cc1,0.6
Cc1noc(C)c1NC(=O)N(C)C[C@@H]1Oc2ncc(C#CC3CC3)cc2C(=O)N([C@@H](C)CO)C[C@H]1C,-1.2
C[C@H]1CCCCO[C@H](CN(C)C(=O)Nc2ccc(F)cc2)[C@@H](C)CN([C@@H](C)CO)C(=O)c2cc(NC(=O)CCC(F)(F)F)ccc2O1,1.8
C/C=C/c1cnc2c(c1)C(=O)N([C@@H](C)CO)C[C@H](C)[C@@H](CN(C)C(=O)c1cccnc1)O2,-0.4
Cc1ccccc1-c1ccc([C@H]2[C@H](CO)N3C(=O)CN(C(=O)c4ccc(F)cc4)C[C@@H]23)cc1,-3.6
C[C@H]1CN([C@@H](C)CO)C(=O)c2cccc(NC(=O)Nc3ccc(C(F)(F)F)cc3)c2O[C@H]1CN(C)S(=O)(=O)c1cccs1,-0.1
COc1ccccc1Cc1c(-c2ccccc2)nc2c3ccccc3ccn12,-0.5
Cc1ccccc1-c1ccc([C@@H]2[C@@H](CO)N3C(=O)CN(S(C)(=O)=O)C[C@H]23)cc1,-0.3
C[C@H]1[C@H](c2ccccc2)Oc2ccc(Cl)cc2S(=O)(=O)N1C[C@@H]1CCCN1C(=O)OC(C)(C)C,0.7
CC(C)NC(=O)N(C)C[C@@H]1Oc2ncc(-c3cccc(F)c3)cc2C(=O)N([C@H](C)CO)C[C@@H]1C,-2.0
CCNC(=O)C[C@H]1CC[C@H]2[C@@H](COC[C@@H](O)CN2C(=O)Nc2c(C)noc2C)O1,0.2
COc1ccc(-c2ccc3c(c2)O[C@@H](CN(C)C(=O)c2ccccc2F)[C@@H](C)CN([C@H](C)CO)S3(=O)=O)cc1,0.4
